FID counter – counter-screen for HCV NS3 helicase inhibitors: DNA intercalator displacement; hit rate 0.17% among 290,000; inhibition, % at 7.9 µM; AID 1845; DNA fluorescent intercalator displacement, fluorescence; in the data active = inhibition above about 37%;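 also: 0% = vehicle and 100% = reference compound; higher means more ethidium bromide displaced from hairpin DNA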
NS3 helicase inh – HCV NS3 helicase inhibition; NS3 helicase DNA unwinding, Cy5 molecular beacon fluorescence; inhibition, % at 10.9 µM; hit rate 0.56% among 290,000; AID 1800;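 active = inhibition above the mean of all tested compounds plus 3 SD, set per campaign, cut at about 35% in these data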;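 also: 0% = DMSO wells and 100% = thioflavine S control wells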
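Measured by: Cy5 fluorescence, 0 and 60 min reads / Assay system: NS3 helicase fragment of HCV / Control set: low DMSO, high thioflavine S at 110 µM / Times: 1 h reaction at 25 °C, ATP-initiated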
p-CIP stab down – lowers stability of the mouse p/CIP coactivator protein; Q05BA5; F442A p/CIP-EGFP cells, EGFP fluorescence, 16 h; decrease of EGFP signal, % at 10 µM; hit rate 0.01% among 290,000; AID 1984;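 active = EGFP signal decrease of at least 30% at 10 µM or well 3 SD below plate mean, unless failing retest; inactive = the rest, including hits failing retest or dose response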; also: some compounds called inactive have numbers as strong as hits; many of its hits are not listed in these tables
PHOSPHO1 block – inhibitors of human PHOSPHO1 phosphatase; recombinant PHOSPHO1, absorbance phosphatase assay; Q8TCT1; inhibition, % at 13.3 µM; hit rate 1.1% among 290,000; in the data active = inhibition above about 60%
IMP-1 inhibitor – blocks Pseudomonas aeruginosa IMP-1 metallo-beta-lactamase | AID 1556 | hit rate 0.45% among 290,000 | inhibition, % at 5.6 µM | purified IMP-1, nitrocefin hydrolysis, epi-absorbance fluorescence;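 active = inhibition above the mean plus 3 SD of all compounds in the same screening run, cut at about 4.5% in these data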;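 also: 0% = IMP-1 with DMSO and 100% = DMSO wells lacking enzyme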
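System – purified recombinant IMP-1 beta-lactamase · Input – IMP-1 dispensed at 0.2 nM · Timing – 15 min preincubation plus 25 min reaction at 25 °C · Signal – Epi-absorbance fluorescence, 480 nm excitation, 530 nm emission · Measure – percent IMP-1 inhibition derived from blank-referenced optical density · Controls – Enzyme-plus-DMSO low control, enzyme-free DMSO high control · Replication – singlicate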
IDE act – activators of human insulin-degrading enzyme in cells | HEK cells, FAbeta-B cleavage, fluorescence polarization; 0% vehicle, 100% cell-free pure enzyme wells | hit rate 0.073% among 340,000 | P14735 | activation, % at 5.96 µM;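 active = activation above the mean of all tested compounds plus 3 SD, set per screening campaign, cut at about 17% in these data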
Target sequence (P14735 whole entry, looked up): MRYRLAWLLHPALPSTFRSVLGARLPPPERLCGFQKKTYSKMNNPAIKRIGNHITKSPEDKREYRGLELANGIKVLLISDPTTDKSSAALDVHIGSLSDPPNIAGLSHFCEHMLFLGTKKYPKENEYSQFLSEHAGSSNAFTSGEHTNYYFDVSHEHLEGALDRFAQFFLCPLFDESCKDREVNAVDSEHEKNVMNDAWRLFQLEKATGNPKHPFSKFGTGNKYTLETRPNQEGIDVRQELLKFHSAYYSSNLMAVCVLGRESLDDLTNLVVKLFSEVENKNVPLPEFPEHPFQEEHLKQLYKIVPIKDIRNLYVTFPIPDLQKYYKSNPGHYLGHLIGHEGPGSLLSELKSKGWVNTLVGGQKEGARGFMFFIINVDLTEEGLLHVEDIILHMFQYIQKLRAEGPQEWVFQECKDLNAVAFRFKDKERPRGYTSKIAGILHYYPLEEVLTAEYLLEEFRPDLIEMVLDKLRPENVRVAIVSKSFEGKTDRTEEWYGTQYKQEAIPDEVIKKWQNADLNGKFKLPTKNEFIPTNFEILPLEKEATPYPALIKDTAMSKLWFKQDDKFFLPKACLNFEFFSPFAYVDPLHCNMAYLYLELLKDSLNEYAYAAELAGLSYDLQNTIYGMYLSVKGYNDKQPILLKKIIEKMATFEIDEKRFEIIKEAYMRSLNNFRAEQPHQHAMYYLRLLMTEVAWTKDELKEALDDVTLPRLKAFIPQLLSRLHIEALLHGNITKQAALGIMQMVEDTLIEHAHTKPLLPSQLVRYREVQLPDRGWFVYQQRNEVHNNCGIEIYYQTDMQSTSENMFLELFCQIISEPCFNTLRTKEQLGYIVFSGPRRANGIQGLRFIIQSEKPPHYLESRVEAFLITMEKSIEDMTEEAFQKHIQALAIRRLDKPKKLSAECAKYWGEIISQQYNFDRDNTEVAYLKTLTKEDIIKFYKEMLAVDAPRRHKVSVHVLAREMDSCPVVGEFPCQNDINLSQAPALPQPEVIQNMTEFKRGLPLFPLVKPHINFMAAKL
UBC9 SUMO inh – blocks human SUMOylation mediated by UBC9; hit rate 0.36% among 290,000; inhibition, % at 35 µM; P63279; HTRF SUMOylation assay, SAE1/SAE2 + UBC9, in vitro; in the data active = inhibition above about 50%, passing the limit was not always enough; also: strong numbers were not always called active
MEKK3 PB1 HTS – raises or lowers MEK5 binding to the human MEKK3 PB1 domain; binding response (% of control), % at 10 µM; AID 1529; bead-based flow cytometry, Alexa488-MEK5 binding to MEKK3; actives lie on both sides; 0 = blocked by unlabeled MEK5, 100 = vehicle; Q99759; hit rate 1.4% among 290,000;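 active = binding response more than 3 SD above or below the average of its plate-row segment, actives on both sides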;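 also: Alexa488 bead fluorescence after subtracting the streptavidin-only scavenger bead signal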
VIM-2 inh – blocks Pseudomonas aeruginosa VIM-2 metallo-beta-lactamase | purified VIM-2, nitrocefin hydrolysis, epi-absorbance fluorescence | inhibition, % at 5.6 µM | hit rate 0.89% among 290,000 | AID 1527;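 active = inhibition above the mean of all tested compounds plus 3 SD, cutoff set per screening run, cut at about 7.5% in these data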;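 also: red hydrolysis product quenches plate fluorescence so inhibitors raise well fluorescence; 0% = enzyme with DMSO and 100% = DMSO without enzyme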
* hit, by the source's call; x = no result given. These rows are one share of the data; the hit share may differ from the screen's.

Compound	IMP-1 inhibitor	IDE act	FID counter	NS3 helicase inh	VIM-2 inh	p-CIP stab down	PHOSPHO1 block	UBC9 SUMO inh	MEKK3 PB1 HTS
O=C(CCNC(=O)c1ccc([N+](=O)[O-])cc1)NNC(=O)c1ccncc1	-1.7	6	-4	4	-2.8	0	33	5	104
CCCc1nn(C)c(C(=O)Nc2ccc(Cl)cc2)c1Cl	0.6	-5	-11	-9	-2.0	3	13	-11	101
Cc1ccccc1C(=O)c1cccn1CC(=O)NCc1ccccc1	-0.5	-2	-12	-3	0.6	2	-15	-9	108
CN(CCO)c1nc(NCc2ccccc2)c2cnn(C)c2n1	-2.3	1	-20	-1	0.3	-13	18	3	103
COc1ccc(Cc2nnc(SCc3nc4ccccc4c(=O)[nH]3)n2C)cc1	-4.2	-5	-15	-4	1.3	4	-61	5	103
Cc1ccc(NC(=O)C(C)Sc2nnc(C)n2C)cc1 (configuration not stated)	-1.1	1	-4	-18	-0.5	0	-8	16	101
COc1ccc(C)cc1NC(=O)Nc1ccccc1	-0.5	-1	0	1	-1.3	7	18	-13	95
COc1cc(C)c(Cl)cc1S(=O)(=O)N1CCSC1	-2.0	-2	-5	-16	-1.9	-23	14	15	107
Nc1ncnc2nc(SCC(=O)N3CCN(c4ccccc4)CC3)[nH]c12	-1.7	2	-6	3	-1.6	-9	-34	-5	82
Cc1ccc(-c2cc(C(=O)N/N=C/C=C/c3ccco3)c3ccccc3n2)cc1C	-4.2	2	-10	15	-0.3	3	17	14	x
O=C(Nc1ccccc1)c1ccc(C(=O)Nc2ccccc2)nc1	-4.5	1	2	-5	2.2	-6	-3	16	99
COc1ccc(S(=O)(=O)NCCOc2ccccc2)cc1C	-2.4	3	3	3	-1.6	3	9	11	98
COc1ccc(-c2nn(-c3ccccc3)cc2/C=C/C(=O)OCC(=O)Nc2ccc(C#N)cc2)cc1	-1.7	5	-9	0	-1.8	-5	0	3	96
CCCCOc1ccc(-c2cn3ccccc3n2)cc1[N+](=O)[O-]	-0.3	6	-4	12	-1.9	-26	-5	9	104
Cn1c(NNC(=O)C2CCCCC2)cc(=O)n(C)c1=O	1.0	8	-4	-2	-0.8	-10	-22	22	97
Cc1ccc(N2C(=O)C(Cc3ccc(O)cc3)NC2=S)cc1C (configuration not stated)	-1.8	0	-4	-4	-4.9	-10	-5	8	94
CCC1(C)Cc2ccccc2-c2nc(SC)[nH]c(=O)c21 (configuration not stated)	-1.7	1	-27	0	-1.8	-7	11	-2	107
Cc1c(Nc2ccc(C=O)cc2)c(=O)n(-c2ccccc2)n1C	1.0	10	-19	10	0.5	-2	44	4	58
NS(=O)(=O)c1ccc(NC(=S)Nc2nn(Cc3ccc(Cl)cc3Cl)cc2Cl)cc1	-2.5	2	-5	2	-2.2	-6	0	-11	104
COc1ccccc1NC(=O)Nc1nnc(CC(=O)Nc2cccc(C)c2)s1	-3.5	8	-14	-10	-1.8	-9	4	36	112
O=C(c1ccc([N+](=O)[O-])cc1)N1CCN(C(=O)C2CCCCC2)CC1	0.0	0	-5	4	1.0	3	38	19	104
O=C1CSC(c2ccccc2)N1CCc1ccccc1 (configuration not stated)	0.8	6	-12	-21	0.3	-18	-2	4	95
Cc1cccc(Nc2nnc(SCC(=O)Nc3ccccc3[N+](=O)[O-])s2)c1	-4.1	1	-6	-2	0.1	-1	-6	-4	88
C=CC[n+]1c(-c2ccc(OC)c(OC)c2)csc1NNC(=O)Nc1ccccc1	-2.3	-2	-18	-2	-2.0	-7	-46	-10	101
COc1ccc(CCCC(=O)NCCc2ccccc2)c(C)c1	1.0	3	-26	-5	-0.1	-11	-6	8	104
CCOc1ccc(/C=N/NC(=O)Cc2csc(Nc3cccc(C(F)(F)F)c3)n2)cc1	-3.0	0	-16	-8	-0.2	0	21	-23	106
Cc1ccc(S(=O)(=O)N2CCN(CC(=O)N(CC(C)C)c3c(N)n(CC(C)C)c(=O)[nH]c3=O)CC2)c(C)c1	-1.6	3	-27	-15	-1.9	3	-11	-4	113
CN(C)C(=O)c1cc(C(=O)c2ccc(C(F)(F)F)cc2)c[nH]1	-0.2	-1	-13	-6	1.9	-1	1	9	100
Cc1ccc(SCC(=O)Nc2ccc3c(c2)C(=O)NC3=O)cc1	-2.9	x	1	-3	-2.5	-12	18	9	97
CCOC(=O)C1CCN(C(=O)Cc2cccc3ccccc23)CC1	-1.1	-2	-28	2	-1.4	-12	1	2	92
O=C(Nc1ccc(O)c2c(=O)cc(-c3ccccc3Cl)oc12)c1ccccc1Cl	-2.0	4	-4	4	-1.8	6	-1	-5	107
O=C(O)c1ccc(NC(=O)c2cn(-c3ccccc3)nc2-c2cccc(Cl)c2)cc1	0.2	3	-16	6	1.3	-12	29	17	102
O=C(CN1CCCC1)NC(=O)NC1CCCC1	1.3	2	-6	-3	-2.5	12	48	-3	93
Cc1ccc(N(CC(=O)Nc2cc(C)cc(C)c2)S(=O)(=O)c2c(C)noc2C)cc1	-1.4	-2	-41	-9	-1.7	-15	40	2	103
COc1ccc(C(C(=O)NC2CCCC2)N(Cc2cccs2)C(=O)c2ccn[nH]2)cc1OC (configuration not stated)	-3.6	-1	-17	-7	-1.0	-2	26	-1	97
COc1ccc(C(=O)/C=C/C(=O)N(CC(=O)NC2CCCCC2)Cc2cccs2)c(O)c1	-2.4	-2	-35	6	-3.0	-14	34	11	82
CCN1C(=O)c2cccc3c(NC(=O)c4ccc(OC)c(OC)c4)ccc1c23	0.0	5	-18	-2	-2.4	3	-6	-3	107
CCCCC(=O)N=c1sc2cc([N+](=O)[O-])ccc2n1C	-3.6	0	2	2	-2.9	3	7	1	104
CC1CN(C(=O)c2ccc(NS(=O)(=O)c3cccc(Cl)c3)cc2)CC(C)O1 (configuration not stated)	-1.8	3	-20	-8	-2.4	0	x	14	101
COc1cccc(NC(=O)CCc2nc(-c3cccs3)no2)c1	-7.1	3	-8	4	-3.0	-2	32	-1	99
Cc1ccc(C(=O)NC2CCN(CC(=O)Nc3ccccc3Cl)CC2)cc1	1.1	0	-21	17	0.8	-1	29	9	101
O=C(CCS(=O)(=O)c1ccccc1)Nc1nccs1	-0.9	3	-1	24	3.7	-11	-5	11	103
CCOc1ccc(OCC)c(NC(=O)Cn2c(C)nc3ccccc3c2=O)c1	-2.4	x	-22	10	-3.9	-13	14	13	101
CSc1ccccc1OCc1cc(C(=O)NCCn2nc(C)cc2C)no1	0.4	34*	-37	6	-1.8	4	38	15	94
NCCCC[C@@H]1NC(=O)c2cc([N+](=O)[O-])cc(F)c2NCCCC[C@@H](C(N)=O)NC(=O)CNC1=O	-3.6	-4	7	-17	0.5	-3	-6	8	113
Nc1nonc1-n1nnc(C(=O)N/N=C/c2ccccc2Br)c1CN1CCCC1	-1.7	-1	-14	4	-0.5	-13	17	5	102
CCCc1nc2ccccc2c(C(=O)OCc2nnc(-c3cc(OC)c(OC)c(OC)c3)o2)c1CC	-0.3	5	-3	-2	-0.1	-5	15	-10	x
Cc1nc(NC2CCCCC2)c2nnn(Cc3ccccc3Cl)c2n1	1.2	-4	-28	-9	-1.6	-2	x	-7	101
COc1ccccc1C(=O)Nc1ccncc1	-3.1	-2	2	1	1.9	-4	-2	15	104
CC(O)c1nc2ccc(C(=O)O)cc2[nH]1 (configuration not stated)	8.7*	1	4	2	1.2	1	24	-11	92
O=[N+]([O-])c1ccc2[nH]nc(-c3ccccc3)c2c1	-2.3	-1	14	-10	-2.1	-1	2	-6	111
O=C(O)C(Cc1ccccc1)n1cnnn1 (configuration not stated)	-4.4	0	-2	0	-0.6	-14	16	-3	x
CC1=CC2=NC(=O)/C(=C/c3coc4ccc(Cl)cc4c3=O)C(=N)N2O1	9.4*	-87	-3	42*	13*	-27	3	18	73
CCn1c(=O)c(CCC(=O)N2CCN(c3ccccn3)CC2)c(C)c2c(C)nn(-c3ccccc3)c21	0.2	2	-11	-28	3.3	-11	13	x	103
O=C(O)CSc1nc2c(cnn2-c2ccccc2)c(=O)n1-c1ccc(Br)cc1	-1.0	-3	-45	6	-5.3	3	-11	17	101
Cc1ccc(C23CC4CC(CC(C(=O)NC(C(=O)O)C(C)C)(C4)C2)C3)cc1 (configuration not stated)	-3.6	0	-32	20	-1.9	8	19	3	103
COc1ccc(CN2C(=O)c3cccnc3C2=O)cc1S(=O)(=O)NC(C)C	-0.6	7	-10	-8	-2.7	-4	26	-3	98
Cc1ccc(S(=O)(=O)Nc2ccc(NC(=O)Nc3cccc(C(F)(F)F)c3)cc2)cc1	-2.6	-1	11	-5	-1.4	-3	-1	-15	109
CC(=O)Nc1ccc(NC(=O)CN2CCCC(C)C2)c(Cl)c1 (configuration not stated)	-5.0	0	-4	-7	-3.4	-8	-16	6	107
O=C1Nc2ccccc2SC(c2ccccc2)C1O (configuration not stated)	-5.3	2	-6	19	-5.6	-8	-7	6	100

The list continues:
Compound	IMP-1 inhibitor	IDE act	FID counter	NS3 helicase inh	VIM-2 inh	p-CIP stab down	PHOSPHO1 block	UBC9 SUMO inh	MEKK3 PB1 HTS
Fc1ccccc1NC(=S)N(CCN1CCCCCC1)Cc1cccs1	-2.6	-1	8	-6	-2.2	24	-10	0	106
COCCCNC(=O)Cn1nnc(-c2ccc(NC(=O)c3ccccc3OC)cc2)n1	-5.0	-3	-17	5	-0.3	-35	11	39	100
CC(=O)c1ccc(OC(=O)CCc2nc3ccccc3s2)cc1	-5.2	x	4	4	-1.2	-3	2	6	99
Cc1ccc(S(=O)(=O)N2CCOCC2)cc1C(=O)NCc1ccc(F)cc1	-6.1	8	-5	5	-4.3	8	-1	-33	101
CCOC(=O)C1CCCN(Cc2ccccc2Cl)C1 (configuration not stated)	-2.8	4	-1	-2	-1.6	-6	19	3	84
Cc1ccc2nc3c(cc(C(=O)NCCc4ccccc4)c(=N)n3CC3CCCO3)c(=O)n2c1 (configuration not stated)	-2.1	1	3	-6	6.0	7	43	28	101
CCOC(=O)N1CCN(C(=O)c2cccc(NS(=O)(=O)c3ccc(F)c(F)c3)c2)CC1	-1.1	-4	-25	6	-2.6	-5	-2	-10	95
CC1CC(C)CN(S(=O)(=O)c2ccc(C(=O)NN3CCOCC3)cc2)C1 (configuration not stated)	-2.4	-4	-7	-6	-0.7	1	32	14	x

Nothing new here: entries from further up.
Compound	IMP-1 inhibitor	IDE act	FID counter	NS3 helicase inh	VIM-2 inh	p-CIP stab down	PHOSPHO1 block	UBC9 SUMO inh	MEKK3 PB1 HTS
Fc1ccccc1NC(=S)N(CCN1CCCCCC1)Cc1cccs1	-2.6	-1	8	-6	-2.2	24	-10	0	106
COCCCNC(=O)Cn1nnc(-c2ccc(NC(=O)c3ccccc3OC)cc2)n1	-5.0	-3	-17	5	-0.3	-35	11	39	100
